HIF-2a inh: inhibitors of HIF-2a | AID 624352 | 786-0 RCC cells HIF-2a reporter, luciferase luminescence, overnight | 0.72% of 360,000 active | inhibition, % at 18.8 µM;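 active = inhibition of the luminescence signal of 40% or more relative to plate controls, in a single-dose primary screen at 18.75 µM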
CF NFkB inh: inhibitors of cystic fibrosis induced NF-kB. KKLEB NF-kB-GFP reporter, PAF-induced, GFP fluorescence overnight. inhibition, % at 5 µM. 0.86% of 360,000 active;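 active = at least 50% inhibition at 5 µM, scaled per plate between neutral and stimulator controls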;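 note: PAF is a Pseudomonas aeruginosa culture filtrate used as stimulus; plate controls were PAF-stimulated DMSO wells for no effect and unstimulated DMSO wells for full effect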
NR2E3 ag-1: NR2E3 (human) agonism; Q9Y5X4; GST-NR2E3/biotin-RetCOR TR-FRET, 1536-well; inhibition of corepressor binding, % at 4.78 µM; 0.12% of 320,000 active; AID 2300;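 active = percent inhibition above the cutoff of mean plus 3 SD of all tested compounds, set per screening campaign, cut at about 20% in these data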;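 note: 0% = DMSO wells and 100% = biotin wells as full block of FRET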
Target sequence (Q9Y5X4 whole entry, looked up): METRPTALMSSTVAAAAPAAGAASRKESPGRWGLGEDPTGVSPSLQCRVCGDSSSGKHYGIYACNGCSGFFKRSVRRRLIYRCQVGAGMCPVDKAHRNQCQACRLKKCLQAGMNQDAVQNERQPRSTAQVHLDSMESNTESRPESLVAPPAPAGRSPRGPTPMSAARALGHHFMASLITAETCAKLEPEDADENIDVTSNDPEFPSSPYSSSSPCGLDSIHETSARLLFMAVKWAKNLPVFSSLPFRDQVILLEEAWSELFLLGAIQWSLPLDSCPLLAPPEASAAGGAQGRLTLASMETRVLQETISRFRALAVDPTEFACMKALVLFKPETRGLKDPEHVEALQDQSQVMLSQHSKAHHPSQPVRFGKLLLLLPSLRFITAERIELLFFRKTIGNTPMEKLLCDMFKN
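System: GST-tagged NR2E3 plus biotinylated RetCOR corepressor; Buffer or medium: pH 7.5 Tris-based buffer; Probe or stimulus: RetCOR corepressor, biotinylated, 7 nM; Doses: compound at 4.8 µM, single dose; Schedule: 5 h incubation at 4 °C; Technique: time-resolved FRET; Evaluation: percent inhibition of TR-FRET ratio; Replication: one well per compound, singlicate testing.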
C8 TRAIL sens: sensitizes caspase-8 expressing cells to TRAIL; NB7+C8 cells + TRAIL, ATPlite viability luminescence; inhibition (viability loss, TRAIL sensitization), % at 10 µM; 1% of 360,000 active; AID 624354;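 active = compounds causing at least 50% loss of cell viability in the single-dose screen, relative to plate controls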
KKLEB cytotox: CF airway cell cytotoxicity counter-screen | AID 602141 | 0.36% of 360,000 active | KKLEB CF airway cells viability, ATPlite luminescence, overnight; hits give low values; cells stimulated with P. aeruginosa culture filtrate | activity change (cytotoxicity), % at 5 µM;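 active = corrected activity change at or below -50% at 5 µM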
hiPSC survival: increases survival of single human iPS cells; hiPSC single-cell survival, ATPlite luminescence; 100% = ROCK inhibitor wells, 0% = DMSO; survival enhancement, % at 20 µM; 0.044% of 360,000 active; in the data active = survival enhancement above about 18%;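 note: cells exposed to compounds for 16 hours before the ATP read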
LMP1 NFkB inh: reduces LMP1-driven NF-kappaB luciferase signal; 0.69% of 350,000 active; LMP1-induced NF-kappaB luciferase reporter cells, luminescence; inhibition, % at 12.5 µM; in the data active = inhibition above about 41%;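 note: 0% = neutral control wells and 100% = reference inhibitor control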
NR2E3 ag-2: activates human NR2E3 receptor; CHO-S Gal4-NCOR/VP16-NR2E3 two-hybrid, luciferase; inhibition of corepressor binding, % at 3.98 µM; AID 602229; 0.35% of 360,000 active;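 active = inhibition above the mean of all tested compounds plus 3 SD, cut at about 70% in these data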;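 note: 0% = DMSO with NR2E3 transfected cells and 100% = cells lacking NR2E3 construct; higher means lower luciferase signal from less NR2E3 corepressor binding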
Shn3 3UTR inh: reduces Shn3 3'UTR luciferase signal in osteoblasts | Clone20 osteoblast Shn3 3'UTR firefly luciferase, 24 h | inhibition, % at 12.5 µM | 0.52% of 360,000 active | AID 588674;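 active = mean inhibition of at least 75% with every replicate also reaching 75%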;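 note: 0% = median of neutral control wells and 100% = pilot-screen positive control compound; some compounds past the cut are filed as inactive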
MITF TRPM1 inh: MITF TRPM1 promoter inhibition in SK-MEL-5 cells; SK-MEL-5 TRPM1 promoter luciferase, 24 h; inhibition, % at 12.5 µM; 0.83% of 330,000 active;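 active = mean inhibition across replicates of 60% or more, whatever share of single replicates reaches that level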; note: values of inactives mirror those of a sister screen read the other way
Peg3 prom inh: inhibitors of Peg3 promoter; inhibition, % at 20 µM; HeLa PEG-Prom luciferase reporter, luminescence, overnight; 1.7% of 360,000 active;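 active = inhibition of at least 50% at 20 µM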
The depositor's hits bear a star; . = not tested or not shown. The list is partial, so the mix of outcomes need not match the whole.

SMILES | HIF-2a inh | CF NFkB inh | NR2E3 ag-1 | C8 TRAIL sens | KKLEB cytotox | hiPSC survival | LMP1 NFkB inh | NR2E3 ag-2 | Shn3 3UTR inh | MITF TRPM1 inh | Peg3 prom inh
C[C@H]1CN([C@@H](C)CO)C(=O)CCCn2nncc2CO[C@@H]1CN(C)Cc1ccc2c(c1)OCO2 | 3 | -10 | . | 6 | -4 | -1.2 | 4 | -13 | -15 | . | 4
Cc1cccc(Nc2nc(N)c([N+](=O)[O-])c(NCc3ccco3)n2)c1 | -99 | 4 | 0 | 1 | -8 | -0.4 | 0 | 3 | 7 | 5 | 36
N#C/C(=N\Nc1ccccc1F)c1nc(-c2ccccc2)cs1 | 13 | 14 | 0 | -4 | -27 | -0.4 | -32 | -16 | -4 | 5 | 1
CCOc1ccccc1-n1c(SCC(N)=O)nnc1-c1ccc(O)cc1 | 17 | -22 | 0 | -15 | 9 | 2.9 | 5 | 12 | 0 | 2 | -3
Cc1c(C)n2c(SCC(=O)NCc3ccc4c(c3)OCO4)nnc2[nH]c1=O | 1 | -1 | 0 | -6 | 1 | 0.0 | -3 | -14 | -7 | 0 | -11
CCCc1cc(-c2n[nH]c(=S)n2C(C)c2ccccc2)cs1 (stereo unspecified) | 9 | 6 | 1 | -7 | 0 | 0.0 | 10 | -13 | -6 | 16 | 7
CNC(=S)N/N=C/c1ccc(OCc2ccccc2)c(Br)c1 | -10 | 6 | 1 | -7 | 1 | -1.5 | 5 | -12 | 1 | -14 | 19
CCC(C)Nc1nc(C)nc2c1oc1ccccc12 (stereo unspecified) | 17 | 8 | -1 | 19 | -6 | -0.1 | 7 | -3 | 63 | 12 | 17
CN(C)S(=O)(=O)c1cccc(NC(=O)COc2ccc(C(=O)c3ccccc3)cc2)c1 | -12 | -1 | 3 | 17 | -6 | 0.0 | 0 | -22 | 28 | 19 | -33
COCCn1c(SCc2cc(=O)n3ccsc3n2)nnc1-c1ccncc1 | 22 | -9 | 4 | 10 | 1 | 0.2 | -6 | 10 | -18 | -2 | -1

One compound at a time, from the list above. Screens in order: HIF-2a inh | CF NFkB inh | NR2E3 ag-1 | C8 TRAIL sens | KKLEB cytotox | hiPSC survival | LMP1 NFkB inh | NR2E3 ag-2 | Shn3 3UTR inh | MITF TRPM1 inh | Peg3 prom inh
`Cc1cccc(Nc2nc(N)c([N+](=O)[O-])c(NCc3ccco3)n2)c1` in the list: -99 | 4 | 0 | 1 | -8 | -0.4 | 0 | 3 | 7 | 5 | 36
`CCC(C)Nc1nc(C)nc2c1oc1ccccc12` (stereo unspecified) in the list: 17 | 8 | -1 | 19 | -6 | -0.1 | 7 | -3 | 63 | 12 | 17

New compounds follow
SMILES | HIF-2a inh | CF NFkB inh | NR2E3 ag-1 | C8 TRAIL sens | KKLEB cytotox | hiPSC survival | LMP1 NFkB inh | NR2E3 ag-2 | Shn3 3UTR inh | MITF TRPM1 inh | Peg3 prom inh
CC(C)(C)N1C(=O)c2ccccc2NC(=O)N1Cc1ccc(Br)cc1 | 20 | 12 | 1 | 2 | 0 | -1.2 | -14 | -23 | 19 | -7 | 14
COc1ccc(-c2[nH]c(-c3ccc(Cl)cc3)nc2SCC(=O)Nc2nccs2)cc1 | -5 | 6 | 2 | 7 | -18 | 1.3 | -12 | -27 | 26 | -9 | 28
Cc1cccc(Cc2nnc(CCC(=O)NCc3ccncc3C)o2)c1 | -8 | 6 | 1 | 1 | -6 | 1.1 | 2 | 5 | 8 | 5 | 1
CC(=O)N(c1cccc(Br)c1)C1C=CS(=O)(=O)C1 (stereo unspecified) | 7 | 7 | 3 | -14 | 3 | 6.2 | 0 | -19 | 3 | 12 | 1
CSc1nncc(=O)[nH]1 | 13 | 7 | 1 | 1 | 1 | -1.1 | 7 | -1 | 0 | -1 | 7
COc1ccccc1NC(=O)Cn1nnc(C(=O)NCCc2ccccc2)c1N | 18 | -16 | 2 | 0 | 8 | 0.7 | -12 | 7 | -12 | 2 | 12
C=CCn1c(C)cc(C(=O)COc2nncc3ccccc23)c1C | -188 | -3 | 2 | 4 | 3 | 1.8 | -15 | -88 | -79 | -50 | -198
Cc1cc(Oc2ccc([N+](=O)[O-])cc2)nc(N2CCOCC2)n1 | 19 | -5 | -1 | -3 | -4 | 1.1 | 1 | 13 | 5 | 0 | 3
OCC#Cc1cnc2ccccc2c1 | -30 | -23 | -1 | 6 | 1 | -2.3 | -7 | -6 | -9 | -8 | -21
CC(=O)N/N=C(\C)CC(=O)Nc1ccc2c(c1)OCCO2 | 9 | 13 | 1 | -1 | 7 | 0.9 | -1 | -9 | -3 | 2 | -8
Fc1ccccc1COc1cccc(/C=N/n2cnnc2)c1 | -69 | -6 | -2 | -4 | 6 | 4.3 | 6 | -52 | 21 | -4 | -33
COc1ccc(CNCC(=O)Nc2cccc(S(N)(=O)=O)c2)cc1 | 7 | 4 | -2 | 9 | 12 | -0.6 | 0 | -33 | 6 | -6 | 5
O=C(CN1CCCCC1)Nc1cccc(-n2cnnn2)c1 | 15 | 0 | 3 | -9 | 4 | 1.4 | -1 | -11 | -6 | -8 | 3
COc1cccc(-c2cc3nc(-c4ccccc4)cc(N4CCC5(CC4)OCCO5)n3n2)c1 | -15 | -11 | 3 | 3 | 0 | -0.3 | -2 | -2 | 8 | 1 | 10
COCCOC(=O)C1=C(C)NC2=C(C(=O)CCC2)C1c1ccc(N(C)C)cc1 (stereo unspecified) | 6 | 7 | 5 | 6 | -2 | 2.3 | 0 | -7 | 13 | 8 | 9
CC(O)(CS(=O)(=O)Cc1ccccc1)C(=O)Nc1ccc(C(F)(F)F)cc1 (stereo unspecified) | 6 | 12 | 0 | -2 | -20 | 4.2 | 11 | 9 | 2 | -16 | 10
Cc1ccc(S(=O)(=O)c2c(C)nn(C(C)(C)C)c2OC(=O)CC(C)C)cc1 | 9 | 10 | 1 | -5 | -5 | 0.6 | 2 | -4 | 5 | -13 | 13
O=C(NCCC(=O)N1CCN(S(=O)(=O)c2ccccc2Cl)CC1)Nc1ccccc1 | 1 | 6 | 3 | 14 | -14 | -0.4 | 0 | -2 | -9 | -2 | 1
CCCNS(=O)(=O)c1ccc(OCC(=O)N2CCc3ccccc3C2)c(C)c1 | 26 | 8 | 0 | -12 | -11 | -0.4 | 2 | -13 | -22 | -13 | 31
COc1ccc(OC)c(CNn2c(-c3ccccc3F)nc3ccccc3c2=O)c1 | 18 | 11 | -1 | -4 | -10 | -1.5 | 12 | -13 | -6 | 8 | 20
O=C(c1ccc(Cl)c(S(=O)(=O)NCc2ccccc2)c1)N1CCN(c2ccccn2)CC1 | 11 | -9 | 1 | 32 | -2 | 2.1 | 6 | -10 | 13 | 7 | 45
CC(=O)N/N=C(\C)CCc1ccccc1 | 12 | 0 | -4 | 7 | -6 | -0.6 | -6 | -27 | 15 | -12 | 21
CCCCNC(=O)c1ccc2nc(CC)c(N(C)Cc3cccs3)n2c1 | -2 | -4 | . | 7 | -6 | 6.7 | . | 4 | 9 | . | 23
COc1ccccc1N1CCN(C2CCCN(Cc3cc(F)cc(F)c3)C2)CC1 (stereo unspecified) | 13 | 17 | -1 | 1 | -2 | -0.7 | 10 | -8 | -1 | 19 | 18
Cc1nc2nc(NCc3cccs3)nn2c(C)c1Cl | -95 | -8 | 3 | -12 | 0 | -1.5 | 5 | -27 | -17 | -25 | -67
CC(C)n1c(SCC(=O)NC2CCCCC2)nnc1-c1ccco1 | -5 | -8 | 3 | -5 | 4 | 0.3 | 0 | -23 | -5 | 5 | -3
O=P1(O)C=C(c2ccccc2)OC(c2ccccc2)=C1 | -173 | 2 | 6 | 33 | 3 | -2.8 | -7 | -65 | -77 | -8 | -144
CN1CCN(C(=O)CSc2nnc(COc3ccc(Cl)cc3)o2)CC1 | -31 | -4 | 2 | 9 | 5 | -0.5 | -8 | -8 | 0 | -2 | 9
CCCCc1ccc(Nc2nc(N3CCOCC3)nc(N3CCOCC3)n2)cc1 | 9 | 31 | 0 | 19 | 2 | 2.9 | -13 | -4 | 7 | 10 | 24
COc1ccc(S(=O)(=O)N2CCN(Cc3ccco3)CC2)cc1 | 24 | 18 | 0 | -10 | 0 | 0.8 | -4 | -33 | -1 | 4 | -5
C/C(=N\NC(=O)CNc1cccc(C(F)(F)F)c1)c1cccs1 | -27 | -42 | 1 | -3 | 16 | 0.4 | 3 | -12 | 3 | -17 | -6
NC(=O)c1ccc(-n2nnnc2Oc2ccc(Br)cc2)cc1 | 8 | 8 | 0 | 25 | 6 | 0.5 | 0 | -9 | -8 | -11 | -3
C/C(=N\NC(=O)c1c(Br)cnn1C)c1ccc(NC(=O)c2ccc(F)cc2)cc1 | -38 | 12 | 9 | 15 | -10 | 2.1 | -11 | -139 | -48 | -38 | -179
Cc1cccc(NC(=O)c2ccc(Cl)c(NC(=O)c3ccncc3)c2)c1C | 15 | 11 | -3 | 3 | -13 | -2.0 | 3 | 17 | 4 | -3 | 5
O=C1C(Cl)=C(NCCN2CCCCC2)C(=O)c2ccccc21 | 87* | 75* | 1 | 92* | -27 | 5.0 | 13 | -25 | 95* | 99* | 99*
O=C(N=C1SCC(=O)N1c1ccccc1Cl)c1ccco1 | -289 | 0 | 5 | 1 | 5 | -0.5 | -37 | -114 | -136 | -60 | -289
O=C(Nc1ccc2c(c1)OCO2)Nc1ccc(Cl)cc1Cl | -175 | 10 | 2 | 13 | -11 | -2.0 | -9 | -74 | -45 | -47 | -190
CC(C)=Nc1ccccc1C1COC(=O)C1=N (stereo unspecified) | 7 | -15 | 0 | -7 | 1 | -0.3 | -1 | -11 | 0 | 5 | -5
CN(Cc1ccccc1F)c1nc(-c2cccs2)nc2ccccc12 | 10 | 21 | 2 | 3 | -17 | -0.2 | 10 | -24 | 24 | -5 | 6
COc1ccc(CCn2c(=O)[nH]c3cc(C(=O)NCCCN4CCOCC4)ccc3c2=O)cc1OC | 14 | 7 | 1 | 7 | 7 | 0.1 | -9 | 2 | 0 | -13 | 8
CCCN(C(=O)c1cc(S(=O)(=O)N2CCN(CC)CC2)ccc1Cl)C1CCS(=O)(=O)C1 (stereo unspecified) | 9 | 31 | . | -1 | 0 | -0.3 | 5 | 12 | -7 | -6 | 8
CCOC(=O)C(C)n1cnc2c(nnn2-c2ccccc2)c1=O (stereo unspecified) | -16 | 6 | 0 | -6 | -2 | 0.9 | 2 | -35 | -16 | 0 | -8
CS(=O)(=O)N(CC(=O)Nc1ccc(F)c(F)c1)c1cccc([N+](=O)[O-])c1 | 20 | -5 | 1 | 6 | 1 | 1.1 | -2 | -11 | 8 | -5 | -8
CCN(CCn1cccn1)C(=O)CCc1nnc(-c2ccccc2)o1 | -104 | 7 | 3 | 1 | -4 | -4.1 | -1 | -20 | -31 | -18 | -145
Cc1ccccc1NC(=O)C1CCCN(S(=O)(=O)c2ccc(-n3cnnn3)cc2)C1 (stereo unspecified) | 14 | -9 | 4 | 2 | 1 | 0.4 | -6 | -15 | -2 | 4 | 14
CC(=O)c1cccc(OCC(=O)Nc2cccc(C(=O)Nc3c(C)n(C)n(-c4ccccc4)c3=O)c2)c1 | 3 | -25 | 3 | -8 | -1 | 0.2 | -6 | -4 | 10 | . | 19
CN(C(=O)CSc1nc2c(c(=O)[nH]1)CCCC2)C1CCCCC1 | 14 | -12 | -1 | 6 | 8 | 0.0 | 0 | -18 | 8 | 2 | 24
